# Source: PubChem BioAssay
# CTSL1 counter: counter-screen for PFM18AAP inhibitors: inhibitors of F. hepatica cathepsin L1; 300,000 compounds, 0.49% hits; recombinant F. hepatica cathepsin L1, Z-Leu-Arg-MCA fluorescence; inhibition, % at 5.96 µM;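 active = inhibition above the mean of all tested compounds plus 3 SD, set per screening campaign, cut at about 17% in these data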;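 note: 0% = plate median of test compound wells and 100% = 1 µM Z-Phe-Ala-diazomethylketone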
# PREPL inhibitor: inhibits the human prolyl oligopeptidase-like enzyme. Q4J6C6. recombinant PREPL, fluorescence polarization activity-based probe. inhibition, % at 5.96 µM. 320,000 compounds, 0.68% hits; in the data active = inhibition above about 43%;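 note: 0% = enzyme with DMSO and 100% = wells lacking enzyme; many of its hits are not listed in these tables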
# Target sequence (Q4J6C6 whole entry, looked up): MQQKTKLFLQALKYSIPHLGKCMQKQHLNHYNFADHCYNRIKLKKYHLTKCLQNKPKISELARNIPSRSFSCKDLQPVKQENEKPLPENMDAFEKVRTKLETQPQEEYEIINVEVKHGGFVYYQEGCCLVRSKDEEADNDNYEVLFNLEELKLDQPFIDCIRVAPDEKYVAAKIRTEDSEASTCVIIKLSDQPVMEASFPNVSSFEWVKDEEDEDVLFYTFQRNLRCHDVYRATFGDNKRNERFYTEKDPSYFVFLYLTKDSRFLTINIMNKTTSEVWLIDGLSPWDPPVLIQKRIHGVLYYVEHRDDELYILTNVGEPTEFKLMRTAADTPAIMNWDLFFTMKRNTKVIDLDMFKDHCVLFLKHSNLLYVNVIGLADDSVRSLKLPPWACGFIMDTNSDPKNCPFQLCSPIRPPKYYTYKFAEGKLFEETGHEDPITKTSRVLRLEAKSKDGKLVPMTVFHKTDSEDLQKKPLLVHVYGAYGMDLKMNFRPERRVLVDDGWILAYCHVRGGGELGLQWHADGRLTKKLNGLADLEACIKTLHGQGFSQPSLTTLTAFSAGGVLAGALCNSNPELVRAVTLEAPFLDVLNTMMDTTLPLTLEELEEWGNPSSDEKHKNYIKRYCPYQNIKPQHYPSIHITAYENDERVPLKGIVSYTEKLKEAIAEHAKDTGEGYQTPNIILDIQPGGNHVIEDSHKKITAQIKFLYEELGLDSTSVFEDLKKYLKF
# PP5 primary: blocks human protein phosphatase 5 activity | inhibition, % at 6.7 µM | purified PP5c, OMFP substrate fluorescence | AID 1987 | 320,000 compounds, 0.18% hits | P53041;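 active = inhibition above the campaign's mean inhibition across all tested compounds plus 3 SD, cut at about 9.5% in these data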;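 note: 0% = DMSO only and 100% = 100 µM cantharidin control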
# TPT1 inh: blocks Candida albicans tRNA 2'-phosphotransferase; AID 1962; 300,000 compounds, 0.81% hits; recombinant caTPT1, FP RNA substrate dephosphorylation; inhibition, % at 5 µM;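 active = inhibition above the mean of all tested compounds plus 3 SD, set per screening campaign, cut at about 24% in these data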;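 note: plate controls were DMSO alone for no effect and ferristatin control at 100 nM for full effect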
# ZTA counter: ZTA (EBV) inhibition in EBNA-1 counter-screen | P03206 | ZTA-DNA binding, fluorescence polarization | inhibition, % at 11 µM | 320,000 compounds, 0.15% hits | AID 2234; in the data active = inhibition above about 33%
# Target sequence (P03206 whole entry, looked up): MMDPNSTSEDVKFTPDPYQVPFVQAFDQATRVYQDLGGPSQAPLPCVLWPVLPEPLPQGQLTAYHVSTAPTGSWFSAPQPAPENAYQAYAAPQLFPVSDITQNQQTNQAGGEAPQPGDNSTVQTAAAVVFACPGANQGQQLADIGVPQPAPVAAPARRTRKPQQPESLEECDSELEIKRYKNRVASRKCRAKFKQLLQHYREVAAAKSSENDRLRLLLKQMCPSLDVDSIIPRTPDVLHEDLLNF
# HCV core dimer: blocks dimerization of HCV core protein; TR-FRET GST/Flag-core106 dimerization, 1536-well; inhibition, % at 5 µM; 300,000 compounds, 0.33% hits; AID 1899;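 active = inhibition above the mean of all tested compounds plus 3 SD, set per screening campaign, cut at about 45% in these data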
#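 System: GST-tagged and Flag-tagged HCV core protein residues 1-106 / Input: core106 proteins, GST 13.5 nM and Flag 17 nM / Buffer or medium: KF-containing HEPES buffer, pH 7.45, DTT, CHAPS, BSA / Probe or stimulus: Eu-anti-GST and XL665-anti-Flag labelled anti-tag antibodies / Schedule: 4 h, 22.5 °C incubation / Technique: TR-FRET 671 and 617 nm emission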
# Efflux pump mplx: inhibitors of Candida antifungal efflux pumps expressed in yeast; S. cerevisiae Candida pump triplex, Nile Red efflux; inhibition, % at 10 µM; 330,000 compounds, 0.44% hits; AID 485275;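 active = plate passing quality check with inhibition over a set limit, or well fluorescence over plate mean plus 4 SD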;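 note: Nile Red retained in pooled yeast measured as flow cytometry median fluorescence; 0% = buffer negative control and 100% = Enniatin B positive control; higher means more Nile Red kept so more efflux inhibition; some compounds called inactive have numbers as strong as hits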
# PP1 counter: PP1-alpha (human) inhibition in PP5 counter-screen; purified PP1alpha, OMFP fluorescence; P62136; AID 2235; 320,000 compounds, 0.9% hits; inhibition, % at 6.7 µM;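 active = inhibition above the mean inhibition of all tested compounds plus 3 SD, computed separately for each screening campaign, cut at about 15% in these data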
# EBNA-1 inh: blocks EBNA-1 binding to DNA; EBNA-1 DNA binding, fluorescence polarization; inhibition, % at 14.8 µM; 300,000 compounds, 0.34% hits; AID 1950; in the data active = inhibition above about 28%
# * hit, by the source's call; . = not tested or not shown. These rows are one share of the data. The share of hits here may be higher or lower than overall.
SMILES,CTSL1 counter,PREPL inhibitor,PP5 primary,TPT1 inh,ZTA counter,HCV core dimer,Efflux pump mplx,PP1 counter,EBNA-1 inh
CC(=O)NS(=O)(=O)c1cccnc1Nc1cccc(Cl)c1,-3,5,-0.8,-2,9,1,0.3,-1,-2
N=C1C(c2nc3ccccc3[nH]2)=C(O)CN1NC(=O)COc1cccc(F)c1,1,5,2.2,3,-8,-4,0.4,-5,8
CCN(CC)S(=O)(=O)c1ccc(NC(=O)CCC2CCCCC2)cc1,3,-4,3.8,-5,-7,3,0.0,7,-19
COc1cccc(C(=O)N2CCN(C(=O)C3COc4ccccc4O3)CC2)c1 (centres undefined),6,19,-1.9,-6,-3,-10,-0.3,-2,-1
O=C(CCc1c[nH]c2ccccc12)N1CCN(S(=O)(=O)c2ccccc2)CC1,-1,24,-2.4,-2,6,-4,-0.1,-3,9
CCCOP(=O)(c1ccc(N(C)C)cc1)C(O)c1c(Cl)cccc1Cl (centres undefined),1,14,2.3,-2,-8,-1,0.2,-3,2
Cc1ccc(S(=O)(=O)N(C#N)c2nc(C)cc(C)n2)cc1,-2,0,0.3,4,-5,-7,-0.1,-1,-1
CC1Cc2ccccc2N1C(=O)CSc1nnnn1C1CCCC1 (centres undefined),-3,-6,1.9,-2,1,-1,-0.2,-3,-4
CC(C)(C)C(=O)c1sc2nc(-c3cccs3)cc(C(F)(F)F)c2c1N,-3,2,1.8,7,11,-2,0.3,-1,7
O=C(Cc1cccs1)Nc1ccc(N2CCOCC2)cc1,2,8,2.0,-2,12,42,0.1,0,-4
Cc1c(Cc2ccccc2)sc(NC(=O)Cc2ccccc2)c1C(N)=O,8,3,-0.7,1,9,1,0.1,5,21
CN(CC(=O)Nc1ccc(Cl)cc1)CC(=O)Nc1cc(Cl)ccc1C#N,6,-9,1.2,0,8,4,0.0,2,-10
CC1C(=O)Nc2ccccc2N1C(=O)c1ccc(Cl)c(Cl)c1 (centres undefined),2,-4,0.5,-2,3,0,0.0,-1,-2
COc1ccc(NC(=O)C2CC(=O)OC23CCCCC3)cc1 (centres undefined),-3,18,2.7,-3,-1,-2,-0.1,-3,-2
COC(=O)CNC(=O)CSc1nnc(C)c(=O)[nH]1,-4,0,-0.5,-4,15,3,-0.1,-3,6
Cc1ccc(/C=N/n2cnc3sc(C)c(C)c3c2=O)o1,1,8,-0.7,2,-9,-2,-0.3,0,3
COC(=O)c1ccccc1NC(=O)C1CCCC1,2,2,-2.7,-1,-1,-1,-0.1,-4,0
COC(=O)CN1C(=S)N(c2ccc(OC)cc2)C(=O)/C1=C/c1ccc(OC)cc1,2,-6,4.2,-1,21,-6,0.1,-1,-1
CC(OC(=O)CCN=C1NS(=O)(=O)c2ccccc21)C(=O)NC1CCCCC1C (centres undefined),3,7,-2.2,-1,-1,0,-0.1,-4,-1
O=C(NC(=S)Nc1ccccc1F)c1ccc(Br)o1,-1,-1,-1.4,-1,3,-6,0.2,2,2

# Profiles as entered above.
# Entry for CC(C)(C)C(=O)c1sc2nc(-c3cccs3)cc(C(F)(F)F)c2c1N = CTSL1 counter: -3; PREPL inhibitor: 2; PP5 primary: 1.8; TPT1 inh: 7; ZTA counter: 11; HCV core dimer: -2; Efflux pump mplx: 0.3; PP1 counter: -1; EBNA-1 inh: 7
# Entry for O=C(CCc1c[nH]c2ccccc12)N1CCN(S(=O)(=O)c2ccccc2)CC1 = CTSL1 counter: -1; PREPL inhibitor: 24; PP5 primary: -2.4; TPT1 inh: -2; ZTA counter: 6; HCV core dimer: -4; Efflux pump mplx: -0.1; PP1 counter: -3; EBNA-1 inh: 9

# Other results follow:
SMILES,CTSL1 counter,PREPL inhibitor,PP5 primary,TPT1 inh,ZTA counter,HCV core dimer,Efflux pump mplx,PP1 counter,EBNA-1 inh
CC(C)c1ccc(/C=C2\NC(=S)N(Cc3cccnc3)C2=O)cc1,1,-8,0.1,8,3,2,-0.1,-4,8
O=C(Nc1ccc(Cc2ccncc2)cc1)C1CCC(N2C(=O)C3CC=CCC3C2=O)CC1 (centres undefined),3,7,0.6,1,-27,7,0.0,2,4
O=S(=O)(Nc1ccc2c(c1)OCO2)c1ccccc1,-5,7,4.1,-1,-3,0,-0.1,-1,-1
Cc1ccc(C)c(NC(=S)/C(=C(\[O-])c2ccc(Cl)s2)[n+]2ccccc2)c1,2,3,0.7,7,8,7,0.0,1,-2
O=C(NCc1ccccc1)C1CCCN(S(=O)(=O)c2cccc3nonc23)C1 (centres undefined),-5,3,2.7,-2,-8,8,-0.3,-1,13
Cc1cccc(NC(=O)C(c2cccc([N+](=O)[O-])c2)N2CCCCC2)c1 (centres undefined),1,-9,1.7,1,19,3,0.2,0,8
Cc1ccc(CN(C)C(=O)c2ccccc2NC(=O)c2ccccc2)o1,.,3,-1.5,.,-2,.,-0.1,-4,.
Cc1ccc(-c2nc3ccccc3[nH]2)cc1N,-4,8,2.2,3,-1,-5,0.0,-3,-1
CCCCN(CC)CCCNC(=O)Cn1nc(Cc2ccncc2)c2ccccc2c1=O,-4,1,1.4,-3,11,-4,-0.2,-3,-1
CC(=O)c1nnn(-c2nc(N3CCCC3)nc(N(c3ccccc3)c3ccccc3)n2)c1C,3,2,2.4,2,-1,-3,0.0,-2,3
CC1C(=O)CCCCCCCCCC2C1(N1CCOCC1)CS2(=O)=O (centres undefined),-1,-2,-2.2,-2,16,20,-0.1,0,4
COc1ccc(C(=O)NC(C)(C)C)cc1S(=O)(=O)N1CCCC1,-3,4,2.1,4,3,1,0.0,3,8
COc1cccc(NC(=O)Nc2nnc(Cc3ccccc3)s2)c1,4,1,6.5,-2,0,-2,0.1,9,-5
CCn1c(COc2cccc(C)c2C)nnc1SCC(=O)N1CCN(c2ccc(OC)cc2)CC1,3,11,6.3,-5,1,6,-0.2,1,6
O=[N+]([O-])c1ccccc1S(=O)(=O)Oc1ccc(C(=S)N2CCOCC2)cc1,-1,1,-0.2,1,14,8,-0.2,-3,3
CCC(C)Nc1nc2c(c(=O)n(C)c(=O)n2C)n1Cc1cccc(C)c1 (centres undefined),2,23,2.7,-5,-5,3,0.1,-2,-1
CCC(=O)NC(=S)Nc1ccc(OC)cc1OC,-1,1,2.0,1,-5,-8,0.2,-3,2
CCn1c(Oc2cccc(Br)c2)nc2c1c(=O)n(C)c(=O)n2C,-3,21,5.8,2,-14,2,0.2,2,-8
O=[N+]([O-])c1ccc(N2CCN(c3ccccc3O)CC2)c(Cl)c1,0,38,2.0,4,-1,-5,0.3,-5,-14
CCC1(c2ccccc2)NC(=O)N(CC(=O)Nc2cccc(C#N)c2)C1=O (centres undefined),-14,0,4.6,0,7,-2,4.4,0,-3

# 4 compounds from above, sorted by SMILES length, high to low:
SMILES,CTSL1 counter,PREPL inhibitor,PP5 primary,TPT1 inh,ZTA counter,HCV core dimer,Efflux pump mplx,PP1 counter,EBNA-1 inh
O=[N+]([O-])c1ccccc1S(=O)(=O)Oc1ccc(C(=S)N2CCOCC2)cc1,-1,1,-0.2,1,14,8,-0.2,-3,3
CCC(C)Nc1nc2c(c(=O)n(C)c(=O)n2C)n1Cc1cccc(C)c1 (centres undefined),2,23,2.7,-5,-5,3,0.1,-2,-1
O=[N+]([O-])c1ccc(N2CCN(c3ccccc3O)CC2)c(Cl)c1,0,38,2.0,4,-1,-5,0.3,-5,-14
CCC(=O)NC(=S)Nc1ccc(OC)cc1OC,-1,1,2.0,1,-5,-8,0.2,-3,2

# Next section.
SMILES,CTSL1 counter,PREPL inhibitor,PP5 primary,TPT1 inh,ZTA counter,HCV core dimer,Efflux pump mplx,PP1 counter,EBNA-1 inh
CC(C)CNS(=O)(=O)c1ccc(CCC(=O)NC2CCCC2)cc1,-5,0,-2.5,2,10,-2,0.0,0,5
O=S(=O)(Oc1ccccc1/C=N/n1cnnc1)c1ccccc1,-5,-1,3.5,0,-20,0,0.1,-2,-6
CC(C)Cc1nnc(NC(=O)Cc2cccs2)s1,1,-2,-1.3,18,-2,67*,0.0,2,5
O=C(O)CCC1COc2ccccc2O1 (centres undefined),0,8,0.3,-1,-10,1,-0.1,-1,-3
COc1ccccc1CNC(=O)CSc1ccc(Br)cc1,0,-12,-1.3,2,-19,-1,0.3,1,-6
COc1ccc(C(=O)NNc2ccccc2)cc1,-3,-2,0.4,0,-4,4,-0.3,-1,0
COc1ccc(-c2csc(N3CCC(C(N)=O)(N4CCCCC4)CC3)n2)cc1,1,10,2.6,5,-1,-1,-0.1,7,6
Cc1ccc(/C(N)=N/OC(=O)c2ccc3ccccc3c2)cc1,4,2,2.0,1,9,16,0.0,-1,31*
Cc1ccc(C(=O)N2N=C(c3ccccc3)CC2(O)C(F)(F)F)o1 (centres undefined),-1,6,1.2,2,-11,-3,0.0,-2,0
CN(c1ccccc1C(=O)NC1CCCCC1)S(=O)(=O)c1ccccc1,-1,18,0.5,0,-3,-5,0.0,-2,5
O=C1N/C(=N/N=C/c2ccccc2O)SC1Cc1ccc(F)cc1 (centres undefined),5,-16,1.3,-1,18,11,0.0,0,14
CCn1c2ccccc2c2cc(NC(=O)c3cc(OC)c(OC)c(OC)c3)ccc21,1,27,7.6,4,-7,0,0.0,1,-4
O=C(Nc1ccccc1)c1cccc(-c2nnc(-c3ccccc3)o2)c1,0,0,-0.3,-3,-16,11,0.0,0,4
CC(=O)c1nn(-c2cccc(Br)c2)cc1C(=O)c1ccc(C)cc1,6,5,3.0,-3,-8,2,0.1,-2,-1
CN(C)CCNc1oc(COc2ccc(Cl)cc2Cl)nc1C#N,7,23,1.6,-9,-4,-6,0.0,-5,-3
CC(=O)OC1OCCOC1NC(=S)Nc1ccc(C)cc1 (centres undefined),-6,5,2.3,-5,-1,-1,0.0,-5,6
Cc1cc(NC(=O)CSc2nnc(C)c(=O)n2N)no1,-1,4,-1.0,0,2,3,0.1,0,-6
O=C(NCCS(=O)(=O)NCc1cccnc1)c1ccccc1,-3,-13,-1.9,-2,8,-3,0.0,-6,1
COCCn1c(C)cc(C(=O)CSc2nc3nc(C)cc(C)n3n2)c1C,-1,14,4.0,-1,-16,-12,0.0,-4,3
COc1ccccc1S(=O)Cc1ccc(C(=O)NCc2ccccc2Cl)o1 (centres undefined),-4,-2,1.3,2,-1,3,0.2,-6,-10
C=CCNC(=O)c1ccc(OC2CCN(S(=O)(=O)N(C)C)CC2)cc1,-5,4,-3.3,4,-1,-2,0.5,-1,-12
CS(=O)(=O)CCC(C(=O)OCc1ccc(Cl)cc1)N1C(=O)c2ccccc2C1=O (centres undefined),3,14,-2.3,-2,7,2,0.0,-2,8
